Screens (PubChem)
V1aR counter = activates human V1a receptor in oxytocin agonist counter-screen; activation, % at 3 µM; CHO-V1R cells, Fluo-8 calcium fluorescence, agonist mode; 0% DMSO, 100% 3 nM vasopressin; hit rate 0.25% among 320,000;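 active = activation above the mean activation of all tested compounds plus 3 SD, per screening run, cut at about 20% in these data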;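 also: signal is peak over basal fluorescence ratio across a 100 second FLIPR read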
Target sequence (P37288 whole entry, looked up): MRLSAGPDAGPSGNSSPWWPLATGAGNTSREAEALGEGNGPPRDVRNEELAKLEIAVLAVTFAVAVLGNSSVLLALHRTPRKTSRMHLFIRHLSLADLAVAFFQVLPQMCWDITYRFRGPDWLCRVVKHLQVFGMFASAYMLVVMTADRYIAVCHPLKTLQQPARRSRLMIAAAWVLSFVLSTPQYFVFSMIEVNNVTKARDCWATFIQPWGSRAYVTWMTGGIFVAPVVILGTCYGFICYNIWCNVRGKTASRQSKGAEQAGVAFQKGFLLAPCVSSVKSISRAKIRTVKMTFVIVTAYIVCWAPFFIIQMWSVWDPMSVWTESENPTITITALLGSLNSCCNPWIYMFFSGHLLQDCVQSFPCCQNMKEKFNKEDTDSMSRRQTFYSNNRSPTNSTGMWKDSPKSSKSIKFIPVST
OXTR ag = human OXTR agonism | activation, % at 3 µM | AID 2435 | hit rate 0.32% among 320,000 | CHO-OTR cells, Fluo-8 calcium fluorescence; normalized: DMSO 0%, oxytocin 100% | P30559;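 active = activation above the mean of all tested compounds plus 3 SD, cutoff set per screening run, cut at about 20% in these data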;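 also: peak over basal fluorescence ratio from a 100 s FLIPR kinetic read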
CHRM1 antagonist = blocks human M1 muscarinic receptor | inhibition, % at 3 µM | P11229 | hit rate 1.3% among 360,000 | CHO-K1 hM1, Fluo-8 calcium fluorescence, ACh EC80 antagonist;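 active = percent inhibition above its own plate's cutoff, namely the mean of that plate's compound wells plus 3 SD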;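 also: peak over basal fluorescence ratio during 140 s after agonist addition; 0% = ACh EC80 plus DMSO and 100% = DMSO alone without agonist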
OXTR potentiator = potentiates the human oxytocin receptor response. CHO-OTR cells, Fluo-8 calcium fluorescence, potentiator mode; 0% = oxytocin EC15, 100% = EC100. P30559. activation, % at 3 µM. hit rate 0.061% among 320,000;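 active = activation above that plate's cutoff, the mean activation of tested compounds plus 3 SD, cut at about 6.6% in these data, passing the limit was not always enough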;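 also: 100% uses oxytocin at 75 nM as the full agonist control; some results filed as inactive read as strong as hits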
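assay system = CHO-OTR cells, human receptor | schedule = compound 6 min at room temperature before oxytocin, 100 s read | detection = Fluo-8 intracellular calcium fluorescence, ex 470-495, em 515-575 nm | evaluation = normalized max/min fluorescence ratio, % activation | control set = EC15 oxytocin alone as 0%, 75 nM oxytocin (EC100) as 100%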
CHO parental Ca = counter-screen for OX1R antagonists: effect in parental CHO cells | AID 463079 | hit rate 0.63% among 330,000 | parental CHO-K1, ATP-induced calcium, Fluo-8 fluorescence | inhibition, % at 5.6 µM;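 active = inhibition above that plate's mean sample inhibition plus 3 SD, cut at about 26% in these data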;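 also: 0% = ATP-challenged DMSO wells and 100% = DMSO wells without ATP; some compounds past the cut are filed as inactive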
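test system = CHO parental line | reagent = ATP stimulus | measured by = intracellular calcium via Fluo-8 no-wash fluorescent dye | control set = ATP and no-ATP DMSO wells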
CHRM1 PAM = potentiates human M1 receptor response to acetylcholine; P11229; CHO-K1 hM1, Fluo-8 calcium fluorescence, ACh EC20; 0% = ACh EC20, 100% = maximal ACh; activation, % at 3 µM; hit rate 0.088% among 360,000; AID 588819; in the data active = activation above about 19%, passing the limit was not always enough
M1 ag = human M1 muscarinic receptor agonism. AID 588814. activation, % at 3 µM. hit rate 0.33% among 360,000. CHO-K1 hM1, Fluo-8 calcium fluorescence, agonist mode; 0% DMSO, 100% acetylcholine EC100;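 active = activation above the run's mean compound activation plus 3 SD, cut at about 16% in these data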;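 also: peak over basal fluorescence ratio within a 140 s kinetic read after compound addition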
TAAR1 agonist = agonists of human TAAR1; Q96RJ0; CHO RD-HGA16 TAAR1, Fluo-8 calcium fluorescence; vehicle wells 0%, saturating PEA agonist 100%; activation, % at 3 µM; hit rate 0.99% among 360,000; AID 624467;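 active = activation above the mean activation of all test compounds in the run plus 3 SD, cut at about 38% in these data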
Target sequence (Q96RJ0 whole entry, looked up): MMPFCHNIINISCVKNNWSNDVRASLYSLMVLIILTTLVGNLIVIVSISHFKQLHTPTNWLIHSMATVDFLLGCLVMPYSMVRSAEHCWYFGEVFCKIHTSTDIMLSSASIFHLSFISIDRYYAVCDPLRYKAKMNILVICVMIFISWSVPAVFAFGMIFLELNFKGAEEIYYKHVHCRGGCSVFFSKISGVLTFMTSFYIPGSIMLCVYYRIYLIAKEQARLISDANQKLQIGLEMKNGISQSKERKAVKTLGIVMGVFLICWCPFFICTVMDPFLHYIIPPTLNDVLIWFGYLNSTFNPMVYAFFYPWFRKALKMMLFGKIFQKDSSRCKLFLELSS
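Benchmarks: low control DMSO, high control PEA (EC100); System: CHO RD-HGA16 cells carrying human TAAR1 plus Gα16; Detection: Fluo-8 fluorescence, 5 s baseline then 140 s kinetic read; Schedule: 17-24 h plating, Fluo-8 75 min 37 °C, 30 min RT; Read-out basis: % activation from peak over basal fluorescence ratio, DMSO-to-PEA scaled.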
TAAR1 antag = antagonists of human TAAR1 | Q96RJ0 | CHO RD-HGA16 TAAR1, Fluo-8 calcium fluorescence, antagonist | inhibition, % at 3 µM | hit rate 1.5% among 360,000;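 active = inhibition above a per-plate cutoff, the mean inhibition of test compounds on that plate plus 3 SD, cut at about 49% in these data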;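 also: 0% = DMSO plus EC80 beta-PEA response and 100% = DMSO alone without agonist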
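Test system – hTAAR1-expressing CHO RD-HGA16 cells, Gα16-coupled · Also added – β-PEA at EC80 concentration, post-compound challenge · Compound – 3 µM, single point · Incubation – dye loading 75 min at 37 °C, then 30 min room temperature · Measured by – Fluo-8 intracellular calcium dye fluorescence, real-time kinetic reads · Benchmarks – vehicle and agonist controls · Replicates – singlicate, one well per test compound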
Starred values were filed as active, the others as inactive; / = not tested or not shown. No enrichment for hits; about 3.7% have a hit in one of these screens.

SMILES	V1aR counter	OXTR ag	CHRM1 antagonist	OXTR potentiator	CHO parental Ca	CHRM1 PAM	M1 ag	TAAR1 agonist	TAAR1 antag
Cc1cc(C)cc(C(=O)N(C)C2CCCN(Cc3ccccc3F)C2)c1 (stereo not drawn)	-0.8	-2.2	-12	-8	-17	5	-9	0	-25
CCOc1cccc(CNc2ccc(O)cc2)c1OCc1ccc(Cl)cc1	-1.9	-1.4	7	-7	-6	-4	-4	8	17
Cc1ccccc1-c1nnnn1C1CCS(=O)(=O)C1 (stereo not drawn)	1.7	1.4	-2	-1	-4	8	-3	4	-2
CC(C)[C@H](NC(N)=O)C(=O)Nc1ccc2c(c1)CCC2	0.7	1.7	7	-1	2	-3	-4	1	2
CC(=O)c1ccc(NC(=O)[C@@]2(CC(=O)O)CC(/C=C/c3ccccc3)=NO2)cc1	/	/	14	/	/	-8	-3	1	-10
O=C1Nc2ccccc2/C1=N\c1sc2c(c1C(=O)Nc1ccccc1)CCCC2	-0.9	0.1	-5	-3	-10	2	-1	7	7
O=C(CN1CCC(Cc2ccccc2)CC1)NC(=O)NCc1ccco1	-1.4	-2.4	-32	-12	-16	20*	-3	4	9
O=C1NCCSC1c1ccccc1 (stereo not drawn)	1.1	-0.1	-16	-4	-13	14	1	0	-9
Cc1cc[n+](CC(=O)Nc2nc3ccccc3s2)cc1	-0.3	0.1	10	-8	-8	-4	-15	9	-4
O=C(c1ccc(OC2CCN(Cc3ccccc3C(F)(F)F)CC2)cc1)N1CCCCC1	-0.6	-0.5	8	-12	-8	-6	-3	5	-15
CCN(CC)C(=O)CSc1nc2c(sc(=S)n2-c2ccccc2OC)c(=O)n1-c1ccccc1	0.1	-1.3	-10	-11	-36	6	-9	-3	-1
CN(CC(=O)Nc1ccccc1Cl)C(=O)COC(=O)/C=C/c1ccccc1	-0.9	-1.3	2	-10	-7	12	2	-1	-25
CC(Cc1c[nH]c2ccccc12)NC(=O)C1CCCNC1=O (stereo not drawn)	-0.1	-0.1	-1	-2	-3	-7	-1	6	-6
COc1ccc(NC(=S)N2CCN(S(=O)(=O)c3ccc(OC)cc3)CC2)cc1	/	/	0	/	/	0	-2	2	12
O=C(c1ccco1)N1CCN(C(c2ccc(F)cc2)c2nnnn2CC2CCCO2)CC1 (stereo not drawn)	0.6	-0.1	-4	-8	-21	-8	-1	6	0
Cc1cc(-c2ccccc2)cc(=O)[nH]1	/	/	-10	/	/	6	-1	6	-22
CC(=O)Nc1nonc1-c1nc2ccccc2n1Cc1nnc(C)o1	-0.1	2.0	6	3	-3	-1	-3	4	5
CC1(C(=O)NS(=O)(=O)c2ccc3c(c2)CCO3)CCN1C(=O)COc1ccc(Cl)cc1 (stereo not drawn)	/	/	0	/	/	-1	-1	2	-3
CC(C)C(=O)Nc1ccc(N2CCCC2)cc1	-0.7	-0.3	-6	-20	-2	1	-6	-3	-2
Cc1ccccc1NC(=O)NCc1ccco1	0.2	0.8	-7	-5	1	6	-3	7	11
CC(=O)N1CCCc2cc(S(=O)(=O)N3CCC(C)CC3)ccc21	1.7	-0.3	-8	-7	0	5	-4	0	8
CCCCc1cc(=O)oc2cc(C)cc(OCC(=O)N3CCC(C(N)=O)CC3)c12	-0.4	-0.2	-15	-5	13	6	-3	4	12
COc1ccccc1CN1CCNC(=O)C1CC(=O)NCCc1cnccn1 (stereo not drawn)	0.1	0.5	-1	-6	-2	5	-3	0	-11
CCn1cc(C(=O)N(C)c2ccccc2F)c2cc(OC)c(OC)cc2c1=O	0.4	-1.1	-8	-19	-17	7	-1	4	-2
CCCc1nc(SCC(=O)Nc2nccs2)c2ccccc2n1	4.3	1.5	-3	-4	-4	1	-2	2	-8
COc1ccc(NC(=S)Nc2cc(-c3ccccc3)[nH]n2)cc1Cl	3.4	4.1	1	-5	-13	2	-4	9	-14
O=C1OCCN1S(=O)(=O)Nc1ccccc1	-0.4	-0.2	-8	-9	-5	3	-4	-1	-9
Nc1ccc(-c2nnn(CC(=O)N3CCCCC3)n2)cc1	1.6	0.5	-21	-6	-2	24	2	1	-3
FC(F)(F)c1nc2ccccc2n2c(-c3ccc(Cl)cc3)nnc12	-1.8	-2.1	2	-2	-22	1	-5	0	-7
COc1ccc(Cn2cnc3c(NS(C)(=O)=O)c(C)c(C)cc32)cc1	2.0	2.5	-7	-20	-20	2	0	0	4

Shown with each value named: three of the compounds above
> Nc1ccc(-c2nnn(CC(=O)N3CCCCC3)n2)cc1
  V1aR counter: 1.6	OXTR ag: 0.5	CHRM1 antagonist: -21	OXTR potentiator: -6	CHO parental Ca: -2	CHRM1 PAM: 24	M1 ag: 2	TAAR1 agonist: 1	TAAR1 antag: -3

> COc1ccc(NC(=S)N2CCN(S(=O)(=O)c3ccc(OC)cc3)CC2)cc1
  V1aR counter: /	OXTR ag: /	CHRM1 antagonist: 0	OXTR potentiator: /	CHO parental Ca: /	CHRM1 PAM: 0	M1 ag: -2	TAAR1 agonist: 2	TAAR1 antag: 12

> CC(Cc1c[nH]c2ccccc12)NC(=O)C1CCCNC1=O (stereo not drawn)
  V1aR counter: -0.1	OXTR ag: -0.1	CHRM1 antagonist: -1	OXTR potentiator: -2	CHO parental Ca: -3	CHRM1 PAM: -7	M1 ag: -1	TAAR1 agonist: 6	TAAR1 antag: -6

Following part
SMILES	V1aR counter	OXTR ag	CHRM1 antagonist	OXTR potentiator	CHO parental Ca	CHRM1 PAM	M1 ag	TAAR1 agonist	TAAR1 antag
COc1ccc(CCNC(=O)c2ccc3c(c2)N(Cc2ccc(F)cc2)CCS3)cc1OC	2.6	0.8	24	-6	-13	-9	-4	-1	59*
C#CCOCCOCCOCCNc1nc(N2CCN(C(=O)[C@H]([C@@H](C)CC)n3cc([C@@H](N)CO)nn3)CC2)nc(N2CCN(C(=O)[C@H]([C@@H](C)CC)n3cc([C@@H](N)Cc4ccc(O)cc4)nn3)CC2)n1	1.2	0.9	-11	-9	0	14	-3	/	/
C=CCSc1nnc2n(-c3ccccc3OC)c(=O)c3c4c(sc3n12)CCC4	-0.8	-1.5	/	-8	-27	/	/	0	-4
Cc1ccc(NC(=O)C(Nc2ccccc2)c2ccccc2)cc1 (stereo not drawn)	0.2	-1.9	-6	2	-23	14	-5	6	1
COc1ccc(NC(=O)c2cc(C3CCCCN3C(=O)c3cc(OC)c(C)c(OC)c3)on2)c(C)c1 (stereo not drawn)	/	/	-13	/	/	5	-5	3	-19
O=C(OCc1ccc(F)cc1)c1cc(S(=O)(=O)N2CCCCC2)ccc1N1CCOCC1	-0.6	-1.6	-1	5	-17	5	-2	2	-11
Cc1ccccc1S(=O)(=O)Nc1ncnc2scc(-c3ccccc3)c12	0.4	-0.1	-6	-6	-14	7	-3	0	20
CCN(CC)S(=O)(=O)c1ccc(N2CCOCC2)c(NC(=O)COc2ccccc2C#N)c1	0.4	0.6	-3	8	-12	2	-5	5	0
CN1C(=O)[C@@H]2[C@H](C1=O)[C@@H]1C(=O)Nc3ccccc3C(=O)N1[C@@H]2c1ccc(F)cc1	4.0	0.4	5	-13	-16	-2	-1	8	16
COc1ccc(CS(=O)(=O)CC(C)(O)c2ccccc2Cl)cc1 (stereo not drawn)	2.0	-1.1	14	-9	-2	-6	-3	1	-2
CCOC(=O)c1ccc(NC(=O)NC2CC3CCC(C2)N3Cc2nnnn2C(C)(C)C)cc1 (stereo not drawn)	0.8	1.4	-3	-2	-12	4	-5	7	2
COc1cccc(C(=O)Nc2ccc3c(C)cc(=O)oc3c2)c1	/	/	-7	/	/	3	0	4	-8
Cc1ccc(/C=N/Nc2ccc3c(C(F)(F)F)cc(C(F)(F)F)nc3n2)cc1	-0.3	0.3	0	-3	-2	0	0	/	/
COc1ccc(Cl)cc1NC(=O)c1cccc(-n2cnnn2)c1	/	/	-2	/	/	3	-5	1	7
CC1CC(C)CN(CCCOc2ccccc2[N+](=O)[O-])C1 (stereo not drawn)	1.6	1.8	9	-3	-15	-13	-7	4	8
Nc1nc(N)c(C=Nc2ccc(Br)cc2)c(Nc2ccc(Br)cc2)n1	3.9	0.4	-2	-10	-18	19	12	80*	-17
COC(=O)[C@@H](Cc1ccccc1)NC(=O)NCCc1ccccc1	0.8	-0.5	5	-12	-7	-5	-5	-1	5
O=C(/C=C/c1nc2ccccc2s1)N1CCCCCC1	-0.1	-0.9	-10	-9	-13	8	-8	3	12
CCOC(=O)C1=C(C)N(CCCC(=O)O)C(=O)NC1c1cccc(OC)c1 (stereo not drawn)	0.6	0.7	/	2	-6	/	/	14	-12
C=CCn1c(=N)n(CC(=O)O)c2ccccc21	1.4	0.3	-9	0	5	8	-5	1	-6
CCOC(=O)/C(=N/Nc1ccccc1)c1csc(Nc2ccccc2)n1	-0.2	-0.9	11	-2	-20	-3	-5	3	2
O=S(=O)(NCc1csc(-c2cccs2)n1)c1ccccc1	-1.4	-0.8	27	3	1	-10	-1	0	-21
CCC(=O)N(CC(=O)Nc1sc(C)c(C)c1C(N)=O)Cc1ccc(F)cc1	-0.1	-0.2	-16	-4	-28	0	-5	2	-24
Cc1ccc(OCCN2CCN(CC(O)Cn3c4ccccc4c4ccccc43)CC2)cc1 (stereo not drawn)	12	12	/	-10	18	/	/	19	18
CN(C)C(=O)COc1ncnc2scc(-c3ccc(F)cc3)c12	-0.7	-0.8	-6	-25	9	4	-3	1	-22
COc1ccc(-c2cc(C(=O)Nc3cc(C)nn3-c3ccccc3)no2)cc1	-1.5	-1.1	-17	-13	-16	7	-1	9	-12
CC1CCC(C(=O)NC(C(=O)NCCc2ccc(S(N)(=O)=O)cc2)C(C)C)CC1 (stereo not drawn)	-1.0	-0.8	-13	-7	-7	9	-3	8	-6
Nc1ccn(Cc2cccc(F)c2)n1	0.7	0.1	-12	1	-8	6	-2	0	10
Clc1ccc(Cn2cc(/C=N/n3cnnc3)c3ccccc32)c(Cl)c1	-0.7	-1.0	5	-18	2	-1	-4	17	-5
CC(C)N(CCO)C(=O)CCc1nnc(CCCc2ccccc2)o1	-0.6	-0.9	-4	-15	-15	8	-6	0	15
CCCCc1c(CCC)c(=N)c2ccccc2n1C	-0.5	1.7	0	-6	-4	4	-5	5	-15
CCOC(=O)N1CCN(C(=S)NC)CC1	4.9	0.2	-7	-5	3	11	-2	0	15
Cc1occc1C(=O)N1CCCC(Nc2ccc(C(C)C)cc2)C1 (stereo not drawn)	1.9	-1.0	3	0	-13	0	-3	2	-13
CCCNC(=O)Nc1ccc(F)c(Cl)c1	2.7	0.0	-8	-6	8	11	-6	7	-3
COC(=O)c1cc(OC(=O)CCc2ccc(OC)c(OC)c2)cc(C(=O)OC)c1	-0.9	-0.6	-12	-3	-1	8	-5	-2	0
